# TDP1 cell noCPT – qHTS for Inhibitors of human tyrosyl-DNA phosphodiesterase 1 (TDP1): qHTS in cells in absence of CPT; Potency, µM (titrated, usually from 46.2 µM), for the others: at the top dose activity change, negative = growth inhibition, actives largely listed as inhibitors; 15% of 420,000 active; AID 686978, 2013; DT40 Tdp1-/- hTDP1 cells, no CPT, ATP luminescence, 48 h; also: nearly all actives have a fitted effect of over 55% in size
#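 Chicken DT40 Tdp1-/- cells complemented with human TDP1, screened without camptothecin (DMSO vehicle only), 400 cells/well. Compounds pin-transferred, cells incubated at 37 °C for at least 48 hr. Growth read as ATP-dependent luminescence (CellTiter-Glo, 30 min at RT).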
# N370S GC mod – qHTS Assay for Inhibitors and Activators of N370S glucocerebrosidase as a Potential Chaperone Treatment of Gaucher Disease. AID 2101, 2009. Lysosomal acid glucosylceramidase (Homo sapiens), P04062. 0.092% of 330,000 active. Potency, µM (titrated, usually from 59.4 µM), without a hit: at the top dose activity change, negative = inhibition, actives largely listed as inhibitors. N370S GC spleen homogenate, 4MU-glucoside fluorescence;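 also: 0% = full enzyme activity and -100% = no enzyme basal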
# TDP1 block – qHTS Assay for Inhibitors of Tyrosyl-DNA Phosphodiesterase (TDP1). Tyrosyl-DNA phosphodiesterase 1 (Homo sapiens), Q9NUW8. recombinant TDP1, AlphaScreen DNA substrate cleavage. Potency, µM (series often up to 130 µM), for the others: at the highest dose activity change, negative = inhibition, most hits filed as inhibitors. 0.28% of 350,000 active; also: nearly all actives have a fitted effect of over 40% in size
# Target sequence (Q9NUW8 whole entry, looked up): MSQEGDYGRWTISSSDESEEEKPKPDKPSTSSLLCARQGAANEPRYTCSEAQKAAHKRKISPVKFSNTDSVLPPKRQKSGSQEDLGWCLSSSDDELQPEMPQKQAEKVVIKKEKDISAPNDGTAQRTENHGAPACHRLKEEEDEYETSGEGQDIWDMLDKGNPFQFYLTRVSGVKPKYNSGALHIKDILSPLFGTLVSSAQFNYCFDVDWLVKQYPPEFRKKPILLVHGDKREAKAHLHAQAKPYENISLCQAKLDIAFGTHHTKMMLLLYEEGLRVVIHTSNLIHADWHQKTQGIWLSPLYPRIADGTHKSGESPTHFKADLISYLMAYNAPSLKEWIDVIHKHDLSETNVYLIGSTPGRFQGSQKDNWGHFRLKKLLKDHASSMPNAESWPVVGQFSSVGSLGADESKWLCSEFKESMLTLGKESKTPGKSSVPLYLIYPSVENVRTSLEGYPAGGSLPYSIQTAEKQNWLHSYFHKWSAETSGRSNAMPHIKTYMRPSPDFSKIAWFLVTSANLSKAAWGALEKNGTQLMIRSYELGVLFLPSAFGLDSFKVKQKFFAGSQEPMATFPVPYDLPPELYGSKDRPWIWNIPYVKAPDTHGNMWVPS
#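 E. coli-derived human Tdp1, 1 nM final. Cpd preinc 15 min RT; substrate 15 nM final, 5 min RT; AS bead mix 10 ug/ml final, 10 min RT. Signal loss = tyrosine-FITC cleavage. No-enzyme wells = max signal.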
# Starred values were filed as active, the others as inactive; ? = inconclusive; . = no result given; & = joins results of further samples; [ ] = remark or other dose. Calls follow the shape of the dose curve; as a rule, active = well fitted curve in the direction sought with a large enough effect; inconclusive = small, poorly fitted or top-dose-only effect, or another doubt; inactive = no such curve, though single readings can be large; an effect the other way counts as inactive or inconclusive. Unless noted, % is scaled to controls: 0 for no effect and ±100 for the full control effect; potency is read from the fitted curve at half-maximal effect. Some of the compounds tested, so the mix of outcomes need not match the whole.
SMILES,TDP1 cell noCPT,N370S GC mod,TDP1 block
Nc1c(Cl)ncnc1NCc1cccnc1,?,-15%,.
CC(C)(C)OC(=O)N1CCN(C(=O)c2[nH]cnc2C(=O)Nc2ccc(Cl)cc2)CC1,?,.,2%
Cc1noc(C)c1NC(=O)Nc1ccc2c(c1)C(=O)N([C@H](C)CO)C[C@H](C)[C@@H](CN(C)S(=O)(=O)c1ccc(F)cc1)O2,1%,.,2%
CCCc1cc(=O)[nH]c(Nc2cc(Cl)cc(Cl)c2)n1,16µM*,.,0%
CCC(=O)Nc1ccc(Oc2ccc3c(c2)C(=O)NC3=O)cc1,-1%,-3%,7%
OC[C@H]1O[C@@H](n2cnc3c(NC4CCCC4)nc(Cl)nc32)[C@H](O)[C@@H]1O,-5%&-24%,7%&-3%,10%
Cc1cc(C)c(C(=O)COC(=O)Cn2c(C)csc2=O)cc1C,0%,0%,7%
CC(C)CC(OC(=O)c1ccco1)C(=O)NC1CCCCC1 (stereo not given),-3%,2%,2%
Cc1c(O)ccc2c(=O)c(Oc3ccccc3)coc12,11%,5%,.
O=C1CC(c2ccco2)Cc2nc(Nc3nc(-c4ccccc4)c4ccccc4n3)ncc21 (stereo not given),?,4%,6%
C/C(CC(=O)NC12CC3CC(CC(C3)C1)C2)=N\NC(=O)Cc1cccs1,-22%,1%,0%
CCc1cccc(CC)c1NC(=S)NCCc1ccc(O)c(O)c1,?,-5%,8%
C=C(C)CSC1=C(C#N)C(c2ccsc2)CC(=O)N1 (stereo not given),-14%,-19%,7%
CCN1CCN(S(=O)(=O)c2cccc3nsnc23)CC1,4%,22%,3%
C=CCNC(=O)N1CCc2nc(-c3ccccc3)c3c(c2C1)CO[C@@H](C)C3,.,-6%[12.8 µM],8%[12.3 µM]
O=C1CC(N2CCN(c3ccccc3)CC2)C(=O)N1Cc1ccc(Cl)cc1 (stereo not given),?,-1%,6%
COc1cc2c(cc1OC)C(c1cc3cc(C)ccc3[nH]c1=O)N(C(=O)c1ccco1)CC2 (stereo not given),-25%,-3%,12%
COc1ccc(CCNC(=O)C2CCCN2C(=O)Nc2ccc(C)cc2)cc1OC (stereo not given),13%,-3%,.
CCOC(=O)c1nc(N2CCN(C(=O)OCC)CC2)c2c3c(sc2n1)CCCC3,26µM*,1%,3%
COC(=O)c1cc(NC(=O)C2CC=CCC2C(=O)O)cc(C(=O)OC)c1 (stereo not given),-3%,3%,-12%
COC(=O)c1c(C)oc(C)c1S(=O)(=O)NCC1CC1,2%,5%,.
c1ccc2c(c1)[nH]c1c(N3CCOCC3)ncnc12,13µM*,10%,0%
C/C(=N\NC(=S)Nc1ccc(C)cc1)c1cccc(N)c1,?,-13%,5%
CCC(=O)N(CCc1ccccc1)Cc1cc2cccc(C)c2[nH]c1=O,?,4%,.
Cc1c(C(=O)N2CCN(CCc3ccccn3)CC2)oc2ccc(Cl)cc12,?,-8%,4%
# (list continues)
SMILES,TDP1 cell noCPT,N370S GC mod,TDP1 block
CNC(=O)c1cc2ncc(C(F)(F)F)cc2s1,-3%,-6%,0%
CC1CCCC(NS(=O)(=O)c2cccc3nsnc23)C1C (stereo not given),?,0%,7%
COC(=O)c1ccc(C(NC(=O)OCc2ccccc2)/C(F)=C/[C@@H](C)C(=O)NCc2cc(F)cc(F)c2)cc1 (stereo not given in full),.,1%,7%
COc1ccc(-c2cnc(SCCNC(=O)c3ccc4c(c3)OCO4)[nH]2)cc1,-8%,-10%,.
NC(=O)NC(=O)COC(=O)CCCSc1nc2ccccc2s1,18%,14%,3%
O=C(COC(=O)c1ccc(F)c([N+](=O)[O-])c1)NC(=O)NCc1ccccc1,?,.,3%
COc1ccccc1N(C(=O)c1snc(C(N)=O)c1N)C(C(=O)NCc1ccccc1)c1ccc(O)cc1 (stereo not given),-29%,-6%,16%
Cn1nnnc1SCC(=O)NCCc1ccc(Cl)cc1,-28%,16%,2%
COC(=O)c1scc(-c2ccc(C)cc2)c1S(=O)(=O)Nc1ccc(NC(C)=O)cc1,?,.,7%
Cc1ccc(OCc2nnc(SC(C)C(=O)O)n2Cc2ccccc2)cc1 (stereo not given),-1%,0%,6%
CC(=O)Nc1ccc(NC(=O)c2ccccc2S(=O)(=O)c2ccccc2[N+](=O)[O-])cc1,-20%,-2%,3%
CN(CC1CCCO1)S(=O)(=O)c1ccc(C(=O)Nc2ccc([N+](=O)[O-])cc2)cc1 (stereo not given),5.8µM*,-21%,2%
COc1ccc(CO[C@@H]2O[C@H](CO)[C@@H](O)[C@H](O)[C@H]2NC(C)=O)cc1OC,8%,-4%,.
COC(=O)C(C)Sc1nc2c([nH]c3ccccc32)c(=O)n1-c1ccc(OC)cc1 (stereo not given),-28%,.,5%
O=C(NCc1ccccc1Cl)C1CCN(S(=O)(=O)c2ccc3c(c2)CCCN3C(=O)C2CCC2)CC1,15µM*,.,-7%
O=C1/C(=C\c2cccnc2)CN(Cc2ccccc2)C/C1=C\c1cccnc1,1.6µM*,-2%,3%
CCOc1ccc(CCNC(=O)CSc2cc(=O)n(C)c3cc(Cl)ccc23)cc1OCC,?,-14%,-2%&-1%
Cn1c(COc2ccccc2)nnc1SCC(=O)Nc1ccc(N2CCOCC2)cc1,-12%,1%,1%
O=C(Nc1cc(F)ccc1F)C1COc2ccccc2C1 (stereo not given),-11%,.,4%
Cc1cc(O)c(C2(O)C(=O)Nc3ccccc32)cc1C (stereo not given),-3%,-1%,.
Cc1cccc(CSCCNC(=O)CCSc2ccccc2)c1,-1%,2%,3%
Cc1ccsc1C(=O)OCC(=O)NCCc1ccccc1,1%,.,1%
CCOC(=O)c1ccccc1NC1c2ccccc2C(=O)N1c1cc(C)ccn1 (stereo not given),?,20%,0%
O=c1c2ccccc2nc2ccccn12,1%,22%,0%
O=C(NCc1cccnc1)c1ccc(Br)o1,-8%,0%,0%

# Rewritten tab-delimited: entries from further up.
SMILES	TDP1 cell noCPT	N370S GC mod	TDP1 block
CCOC(=O)c1nc(N2CCN(C(=O)OCC)CC2)c2c3c(sc2n1)CCCC3	26µM*	1%	3%
COC(=O)c1cc(NC(=O)C2CC=CCC2C(=O)O)cc(C(=O)OC)c1 (stereo not given)	-3%	3%	-12%
COC(=O)c1c(C)oc(C)c1S(=O)(=O)NCC1CC1	2%	5%	.

# The main list resumes, repeating the 3 entries before the break.
SMILES,TDP1 cell noCPT,N370S GC mod,TDP1 block
CCOC(=O)c1ccccc1NC1c2ccccc2C(=O)N1c1cc(C)ccn1 (stereo not given),?,20%,0%
O=c1c2ccccc2nc2ccccn12,1%,22%,0%
O=C(NCc1cccnc1)c1ccc(Br)o1,-8%,0%,0%
O=C(CCCN1C(=O)c2ccccc2C1=O)N1CCC(c2ccccc2)C1 (stereo not given),-28%,5%,6%
O=[N+]([O-])c1ccc(/C=N/Nc2nc(-c3ccccc3)c3cc(Br)ccc3n2)o1,21µM*,5%,5%
CCOc1ccc(S(=O)(=O)N2CCC(C(=O)NCc3cccnc3)CC2)cc1C,-28%,-1%,3%
COc1ccc(C2N=C(Nc3ccc(C)cc3)Nc3nc(C)cc(=O)n32)cc1 (stereo not given),-3%,-11%,5%
COc1ccc(Cn2c(C(=O)O)c(CNCc3ccccc3F)c3ccc(OC)cc32)cc1,16µM*,.,3%
O=C(COc1ccccc1)N(Cc1nnc(-c2ccccc2Cl)o1)C1CC1,-27%,?,.
CCN(c1ccccc1)S(=O)(=O)c1ccc(Cl)c(C(=O)N2CCCC2)c1,15µM*,.,0%
COc1ccccc1-c1coc2c(CN3CCN(C)CC3)c(O)ccc2c1=O,-7%,-2%,1%
Cc1ccc(NC(=O)Cn2cc(S(=O)(=O)Cc3ccc(F)cc3)c3ccccc32)cc1Cl,?,.,-2%
COC(=O)c1ccc(NC(=O)c2cnn(-c3ccc(Cl)cc3)c2C2CCN(C(=O)OC(C)(C)C)CC2)cc1,?,.,-1%
COc1ccc(NC(=O)CSc2nnc(C)n2C2CCCCC2)cc1,-28%,-19%,2%
O=C(CSc1ncc(-c2ccccc2)n1C1CCCC1)N1CCc2ccccc21,21µM*,6%,3%
Cc1[nH]c2ccccc2c1/C=N\NC(=O)CNc1ccc2c(c1)OCO2,-14%,?,5%
COc1ccc(C2C(C(=O)NCc3ccccn3)c3cc(OC)c(OC)cc3C(=O)N2C)cc1 (stereo not given),-15%,-1%,2%
O=C(CN1CCN(C2CCCCC2)CC1)c1c[nH]c2ccccc12,-27%,13%,-2%
CCc1nnc(NS(=O)(=O)c2ccc(Nc3ccc([N+](=O)[O-])c4nonc34)cc2)s1,?,-12%,6%
CCc1c(C)nc2ncnn2c1N1CCC(C(=O)NCc2cccc(OC)c2)CC1,?,-7%,2%
NC(=O)CC(NC(=O)Cc1ccc(Br)cc1)c1ccc(NCCc2ccccc2F)c([N+](=O)[O-])c1 (stereo not given),-12%,-16%,6%
CCn1c(=O)c2cc(C(=O)NCc3ccc(F)cc3Cl)sc2c2ccccc21,-1%,.,7%
CCOc1ccc(NC(=O)CN(C)C(=O)c2cc(C)on2)cc1OCC,-3%,3%,1%
O=C(Nc1cnc2sccn2c1=O)c1ccccc1Cl,-28%,27%,-8%
Cc1c(OC(C(=O)O)c2ccccc2)ccc2c3c(c(=O)oc12)CCC3 (stereo not given),24%,19%,.
Cc1cc(N2CCCC2)c(C)cc1C=O,?,0%,3%
O=C(COc1coc(CN2CCCc3ccccc32)cc1=O)Nc1ccc([N+](=O)[O-])cc1,?,-6%,1%
COC(=O)c1cn(NC(=O)c2ccc(OC)c([N+](=O)[O-])c2)c(=O)c2ccccc12,6%,0%,4%
# Continuation.
SMILES,TDP1 cell noCPT,N370S GC mod,TDP1 block
O=C(Nc1ccc(Cl)cc1)c1cc(S(=O)(=O)N2CCCc3ccccc32)ccc1F,15µM*,.,0%
CC(C)(C)NC(=O)NC(=O)COC(=O)COc1ccc(Cl)cc1Cl,?,-5%,1%
COc1ccccc1CNC(=O)C1CCC1,-23%,13%,8%
CC(C)(C)N1CC(C(=O)Nc2ccc(S(=O)(=O)N3CCCCC3)cc2)CC1=O (stereo not given),1.6µM*,-13%,-14%
Cc1ccc(NC(=O)COc2coc(CN3CCN(c4ccccc4)CC3)cc2=O)cc1,21µM*,1%,-3%
NS(=O)(=O)c1ccc(CCNc2ccccc2[N+](=O)[O-])cc1,-30%,-4%,2%
CN(C(=O)c1ccc2c(=O)n3c(nc2c1)CCCCC3)c1ccccc1F,6%,11%,4%
CCOc1ccccc1N1CCN(Cc2cccc(OC)c2O)CC1,?,5%,9%
Cc1ccc2nc(-c3ccc(NC(=S)NC4CC(C)(C)NC(C)(C)C4)cc3)sc2c1,6.5µM*,-10%,0%
COc1ccc(NC(=O)c2ccco2)cc1NC(=O)c1cccc(F)c1,?,-14%,1%
CN(C)c1nc(C=C(C#N)C#N)c(Cl)n1-c1ccc(F)cc1,5.2µM*,16%,0%
C=CCNc1nnc(Cc2ccc(C(C)C)cc2)c(=O)[nH]1,3.3µM*,-1%,50µM*
CCC(c1nnnn1Cc1ccco1)N1CCN(C(=O)c2ccco2)CC1 (stereo not given),-15%,2%,4%
Cc1ccc(-c2cc(C(=O)Nc3c(C#N)cnn3C)no2)cc1,-3%,-1%,2%
CCOc1cc(/C=C2/C(=N)N3C(=NC2=O)SN=C3S(=O)(=O)C(C)C)ccc1OC(=O)c1ccco1,25%,-3%,4%
CCc1nc2c(n1O)CCc1nonc1-2,-6%,7%,5%
CCN(CC)c1ccc(NC(=O)c2ccco2)c(C)c1,?,-8%,-2%
Cc1ccc(SSc2cc(C)ccc2N)c(N)c1,8.2µM*,-8%,12%
O=C(Nc1ccc(N2CCN(C(=O)c3cccs3)CC2)cc1)c1cccc(F)c1,21µM*,4%,.
Cc1cc(C)cc(N(CC(=O)NC2CCCCC2)C(=O)CNC(=O)c2ccco2)c1,-26%,-6%,0%
COc1ccccc1N(CN1CCCC1=O)C(=O)c1c(F)cccc1Cl,10µM*,18%,1%
CCOc1cc(NC(=O)c2ccccn2)c(OCC)cc1NC(=O)c1ccc(Cl)cc1,1.2µM*,-2%,.

# Four compounds out of the list, arranged by count of non-hydrogen atoms, low to high.
SMILES,TDP1 cell noCPT,N370S GC mod,TDP1 block
CCCc1cc(=O)[nH]c(Nc2cc(Cl)cc(Cl)c2)n1,16µM*,.,0%
CCC(=O)Nc1ccc(Oc2ccc3c(c2)C(=O)NC3=O)cc1,-1%,-3%,7%
OC[C@H]1O[C@@H](n2cnc3c(NC4CCCC4)nc(Cl)nc32)[C@H](O)[C@@H]1O,-5%&-24%,7%&-3%,10%
CC(=O)Nc1ccc(NC(=O)c2ccccc2S(=O)(=O)c2ccccc2[N+](=O)[O-])cc1,-20%,-2%,3%

# Screening data (PubChem BioAssay)
